SDO1 yeast rescue – compounds rescuing growth of sdo1-depleted yeast, bone marrow failure model; S. cerevisiae sdo1-depleted JHY4D growth rescue, OD600 30 h; stronger effect = higher value; pdr5 snq2 efflux-pump mutant strain; z-score at 10 µM; 140,000 tested, 0.21% active;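 active = z-score above 3 at both the 24 hr and the 30 hr optical density reads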;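 note: z-score against mean and SD of all compound wells on the same plate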
Insulin prom inh – TRM-6 insulin promoter activity inhibition | TRM-6 cells (human fetal islet line), insulin promoter-eGFP reporter, imaging; reporter expression induced with tamoxifen | inhibition, % at 2 µM | 130,000 tested, 0.9% active;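 active = inhibition above the mean plus 3 SD, with well images judged a real hit on visual review, cut at about 60% in these data, passing the limit was not always enough; inconclusive = inhibition over the cutoff but images rejected on review; inactive = inhibition not above the cutoff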
SDO1 yeast rescue Rescue 24 h – further read-out of SDO1 yeast rescue, marked with its call; z-score; S. cerevisiae sdo1-depleted JHY4D growth rescue, OD600; measured here: growth rescue at 24 h;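 0 is the plate mean of compound wells and units are plate SD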
Numbers without * were called inactive; ? = inconclusive; / = not tested or not shown.

The line under a structure holds: SDO1 yeast rescue Rescue 24 h, SDO1 yeast rescue, Insulin prom inh
> COc1cccc(C2NC(=O)NC(C)=C2C(=O)Nc2cc(OC)ccc2OC)c1 (stereo not drawn)
 : -0.07, 0.37, -12.5
> Cc1noc(C)c1CSc1nc2ccccc2c(=O)n1-c1ccccc1
 : -1.89, -1.97, /
> CN(C(=O)c1ccc2c(c1)SC1=NS(=O)(=O)CCN12)C(c1ccccc1)c1ccccc1
 : 0.19, 0.33, 17.9
> COC(=O)c1ccc(/C=C/C(=O)c2cccc(OC)c2)cc1
 : -1.26, -1.33, -413.3
> On1c(-c2ccc(Cl)cc2)nc2ccccc21
 : /, /, ?
> CCNS(=O)(=O)c1ccc(CCC(=O)NC2CCCC2)cc1
 : 0.25, 0.5, 23.7
> Nc1cc(-c2nn[nH]n2)ccc1F
 : 1.87, 1.81, 42.4
> Cc1cccc(OCc2nc(C#N)c(NCCN(C)C)o2)c1
 : -0.18, -0.15, 20.0
> Cc1ccc(S(=O)(=O)N2C=CC(C(F)(F)F)=NCC2)cc1
 : 0.95, 1.19, 25.0
> COc1ccc(C(=O)Nc2ccc3nc(N4CCCCC4)cc(C)c3c2)c(OC)c1
 : -0.95, -1.68, -81.2
> O=c1c2ccccc2c(/C=N/c2n[nH]c(CCCO)n2)c(O)n1-c1ccccc1Cl
 : /, /, 45.5
> Cn1cccc1C(=O)NC(=O)COC(=O)CNS(=O)(=O)c1ccc(Br)cc1
 : 0.79, 0.55, 15.4
> COC(=O)C1=C(Nc2ccc(C)cc2)C=C(C)C(C(=O)OC)C1c1ccc(F)cc1 (stereo not drawn)
 : 0.23, -0.9, 66.7
> CCOc1cc(S(=O)(=O)NC2CCCCC2)ccc1F
 : 0.57, 1.17, -23.1
> CCn1c(SCC(=O)NC2CCS(=O)(=O)C2)nnc1-c1ccccc1 (stereo not drawn)
 : /, /, 38.1
> Cc1ccccc1NC(=O)C1CCCN1S(=O)(=O)c1cccc2cccnc12 (stereo not drawn)
 : -1, -0.8, /
> CCCn1nc(C(=O)Nc2ccc3nc(C)sc3c2)c2ccccc2c1=O
 : -0.12, -0.79, -34.6
> CCOC(=O)Cn1c(S(=O)(=O)Cc2cccc(F)c2)nc(-c2ccccc2)c1-c1ccccc1
 : -1.38, -1.2, -59.3
> CCCNC(=O)c1oc2ccc3c(c2c1C)C(=O)CC(C)(C)O3
 : -0.91, -0.9, 18.8
> CCc1nc(C)cn1S(=O)(=O)c1ccc(Cl)c(Cl)c1Cl
 : -1.72, -1.3, /
> Cc1ccc(-c2ccc(/C=N/N3C(=O)C4C5C=CC(CC5)C4C3=O)o2)c([N+](=O)[O-])c1 (stereo not drawn)
 : -0.98, -1.31, 22.6
> O=C(O)C1CCN(C(=O)OCc2ccccc2)CC1
 : 1.28, 1.78, /
> O=C(CN1CCN(C(=O)c2ccco2)CC1)Nc1cc(C(F)(F)F)ccc1Cl
 : -1, -1.15, 29.0
> COc1ccc(CCNC(=O)c2cc(-c3cc(C)c(C)cc3O)n[nH]2)cc1OC
 : 0.81, -0.01, -3.5
> OCCN=C1CCCc2c1[nH]c1ccc(Br)cc21
 : -0.48, -0.32, 20.0
> Oc1ccc(-c2nnc(-c3ccccc3)c(-c3ccccc3)n2)cc1
 : -1.14, -1.76, /
> CCCCCCOC(=O)Nc1ccc(S(=O)(=O)Nc2cccc([N+](=O)[O-])c2)cc1
 : -0.08, 0.12, -7.4
> CS(=O)(=O)c1nc(-c2cccs2)cc(C(F)(F)F)n1
 : -1.66, -1.35, 6.9
> COc1ccc(/C=N/Nc2nc(N3CCCC3)nc(N3CCCC3)n2)cc1O
 : -0.29, -0.15, -2.7
> Cc1cc(Cl)ccc1NC(=S)NCc1cccs1
 : 0.19, 0.43, -62.2

Random excerpt: three records from the list, in no set order.
The line under a structure holds: SDO1 yeast rescue Rescue 24 h, SDO1 yeast rescue, Insulin prom inh
> CCCn1nc(C(=O)Nc2ccc3nc(C)sc3c2)c2ccccc2c1=O
 : -0.12, -0.79, -34.6
> Cc1cc(Cl)ccc1NC(=S)NCc1cccs1
 : 0.19, 0.43, -62.2
> COc1ccc(CCNC(=O)c2cc(-c3cc(C)c(C)cc3O)n[nH]2)cc1OC
 : 0.81, -0.01, -3.5

Back to the main list, repeating the 3 entries before the break.
The line under a structure holds: SDO1 yeast rescue Rescue 24 h, SDO1 yeast rescue, Insulin prom inh
> CS(=O)(=O)c1nc(-c2cccs2)cc(C(F)(F)F)n1
 : -1.66, -1.35, 6.9
> COc1ccc(/C=N/Nc2nc(N3CCCC3)nc(N3CCCC3)n2)cc1O
 : -0.29, -0.15, -2.7
> Cc1cc(Cl)ccc1NC(=S)NCc1cccs1
 : 0.19, 0.43, -62.2
> Cc1ccc(C23CC4CC(CC(CC(=O)N5CCOCC5)(C4)C2)C3)cc1
 : -0.43, -1.05, 0.0
> Cc1ccc(C(=O)COC(=O)c2ccncc2)cc1[N+](=O)[O-]
 : 2.78, 2.02, -35.3
> CCOC(=O)CSc1ncc(-c2ccccc2)cn1
 : 0.08, 0.26, -39.1
> COc1cccc(OCc2nnc(SCC(=O)OCc3ccccc3)o2)c1
 : 0.43, 0.14, 44.8
> COc1ccc(C(=O)Nc2ccccc2C(=O)NC(Cc2ccc(O)cc2)C(=O)NNC(=O)c2ccccc2)cc1 (stereo not drawn)
 : -0.36, 0.91, 10.3
> CCOC(=O)CSc1nc2cc3c(cc2cc1CC)OCCO3
 : -1.11, -0.61, 31.2
> CC(C)(C)c1ccc(OCC(O)CNC(=O)c2ccccc2C(=O)O)cc1 (stereo not drawn)
 : /, /, -37.0
> O=C(O/N=C\c1ccc(N2CCCCC2)c([N+](=O)[O-])c1)c1ccc(Cl)cc1Cl
 : -0.66, -0.27, /
> CCCSc1nc2c(c(=O)n1CC)SC(C)C2 (stereo not drawn)
 : 0.34, 0.37, /
> CC(C)C(OC(=O)c1cccs1)C(=O)NCc1ccco1 (stereo not drawn)
 : 2.57, 1.18, 27.8
> CSCCC(NC(=O)c1ccc(Cl)cc1)C(=O)NC(C)(C)C (stereo not drawn)
 : -0.89, 0.67, -4.3
> C=CCN(CC=C)S(=O)(=O)c1ccc(NC(=S)NC(=O)c2ccco2)cc1
 : -0.2, -1, -43.3
> Cc1cccc(OCC(=O)NCC(=O)N/N=C/c2cccs2)c1
 : -0.3, 0.27, /
> CCOC(=O)c1cccc(NC(=O)CSc2nnc(-c3ccoc3C)n2CC)c1
 : 1.4, -0.79, /
> CCC1CCCCN1CCCNC(=O)CC1Oc2ccc(C)cc2NC1=O (stereo not drawn)
 : 0.49, 0.6, -171.4
> COC(=O)Cn1c(CCC(=O)O)ccc1-c1ccccc1
 : 0.61, 0.52, /
> COc1cc(C(=O)NNC(=O)c2ccoc2C)cc(OC)c1OC
 : /, /, -26.7
> c1cc(CNCC2CCCO2)ccn1 (stereo not drawn)
 : /, /, 33.3
> Cc1cccc(NC2SC(=O)N(c3ccccc3)C2=O)c1 (stereo not drawn)
 : -0.36, -0.04, -29.7
> CC(=O)Nc1nc2nc(-c3ccccc3)cc(-c3ccccc3)n2n1
 : -0.26, -0.23, 3.9
> COc1c2ccoc2c(OC[C@@H](O)C(C)(C)O)c2oc(=O)ccc12
 : 0.64, -0.07, -28.6
> CCNc1nc(N2CCCCC2)nc(-n2nnc(C(=O)OCC)c2C)n1
 : -0.36, -0.92, -11.4
> Cc1ccc(SCC(=O)Nc2cccc(-c3nnc(-c4ccco4)o3)c2)cc1
 : -0.84, -0.19, -13.3
> O=C(Cn1ncc2c1-c1ccccc1OC2)Nc1ccc(Cl)cn1
 : -0.07, -0.52, /
> CC1CN(C(=O)c2ccc(COc3ccc(C(C)C)cc3)o2)CC(C)O1 (stereo not drawn)
 : /, /, -35.3
> COc1ccccc1NS(=O)(=O)c1ccc(C(=O)OCC(=O)NCc2ccco2)cc1
 : -0.38, -0.18, 29.0
> NC(=O)c1c(Nc2nc3c(F)cccc3s2)sc2c1CCCC2
 : 0.21, -0.56, /
> N#C/C(=C\Nc1ccccc1SC(F)(F)F)c1nc(-c2ccc(Cl)cc2)cs1
 : 1.57, -0.31, /
> COc1cccc(C(=O)N(CN2CCCC2=O)c2cccc(Cl)c2)c1OC
 : -0.78, -0.71, /
> O=C(CC1C(=O)NCCN1Cc1ccc(-c2ccccc2)cc1)NCC1CC1 (stereo not drawn)
 : /, /, 8.7
> CCc1cccc(OCCN2CCCC2)c1
 : -0.59, -0.53, 0.0
> Cc1cc(C(=O)Nc2sc(C)c(C)c2C#N)no1
 : 0.33, -0.22, -57.1
> Cc1ccc(C(C[N+](=O)[O-])c2c(-c3ccccc3O)[nH][nH]c2=O)cc1 (stereo not drawn)
 : -0.76, -1.57, /
> CCN1C(=O)C(CC(=O)Nc2ccc(OC)cc2)N(CCc2ccccc2)C1=S (stereo not drawn)
 : /, /, -75.0
> Cc1cc(C(=O)COC(=O)c2ccc3c(c2)OCO3)c(C)n1Cc1cccs1
 : -0.89, -1.3, 16.1
> Cc1ccc(C)c(Cn2nnc3c(=O)[nH]c(C4CCN(C(=O)c5cccs5)CC4)nc32)c1
 : -2.41, -1.88, 37.9
> Cc1nnc(N2CCN(C)CC2)c2nn(-c3ccc(Cl)cc3)c(C)c12
 : /, /, 3.5
> CC(C)OCCCNC(=S)Nc1ccc(S(N)(=O)=O)cc1
 : -0.17, 0.24, 23.3
> CCOc1ccc(N(CC)C(=O)COc2cc(=O)n(CC)c3ccccc23)cc1
 : 0.25, 0.09, -50.0
> COc1cc(C2C(C#N)=C(N)OC3=C2C(=O)CCC3)ccc1OC(=O)N1CCOCC1 (stereo not drawn)
 : 0.74, 0.97, 61.5
> CCc1ccc(-c2c(C)sc(NC(=O)C3CCC3)c2C#N)cc1
 : -0.29, -0.49, 14.3
> O=C(Cc1ccccc1)NC1CCS(=O)(=O)C1 (stereo not drawn)
 : -0.51, -0.2, 54.3
> Cc1cccc(NC(=O)CCCN2C(=O)c3ccccc3C2=O)n1
 : 1.29, 1.24, 11.1
> Brc1ccc2c(c1)OCCOCCOCCOCCOCCOCCO2
 : 1.63, 1.87, /
> Cn1c(=O)c2c(nc(NCc3ccc4c(c3)OCO4)n2Cc2ccc(F)cc2)n(C)c1=O
 : -0.49, -1.07, 22.2
> CCC(CO)N=C1CC(C)(C)CC(=O)/C1=C(/O)CCCN1C(=O)c2ccccc2C1=O (stereo not drawn)
 : /, /, 33.3
> COc1cccc(C(=O)N/N=C/C(Br)=C/c2ccccc2)c1
 : -0.21, -0.65, /
> Oc1[nH]c2ccccc2c1C=Nc1ccc2c(c1)OCO2
 : -0.56, -0.59, /
> COc1ccc(NC(=O)COC(=O)CNS(=O)(=O)c2ccccc2)cc1OC
 : /, /, 38.9
> COCC(C)n1c(SCc2nc3ccccc3c(=O)[nH]2)nc2ccccc2c1=O (stereo not drawn)
 : /, /, -8.3
> COc1cccc(-c2nnc(SCC(=O)Nc3cc(C)on3)n2C)c1
 : 0.45, 0.62, -10.7
> CCN(CC)S(=O)(=O)c1ccc(N2CCCC2)c(NS(=O)(=O)c2ccccc2)c1
 : -1.81, -0.89, 18.5
> CC1(C)Cc2nc3[nH]c(=S)n(-c4ccccc4)c(=O)c3cc2CO1
 : /, /, 33.3
> O=C1C2C3C=CC(C4CC34)C2C(=O)N1/N=C/c1ccc(-c2ccccc2[N+](=O)[O-])o1 (stereo not drawn)
 : -0.03, -0.59, -34.5
> CCSc1nc2ccccc2n1Cc1ccccc1F
 : -1.01, -1.81, 62.5
> CCCn1c(SCC(=O)c2c[nH]c3ccccc23)nnc1-c1ccncc1
 : -0.79, -0.19, 9.4
> CC1(C)CC(=O)C2=C(C1)Oc1ncn(Cc3ccco3)c(=N)c1C2c1ccccc1 (stereo not drawn)
 : -0.98, -1.41, -30.3
> S=C(NCc1ccco1)Nc1ccccn1
 : /, /, 17.6
> Cc1ccnc(NC(=O)COc2ccc3oc4c(c3c2)CCCC4)c1
 : -0.07, -0.78, -16.7
> COC(=O)c1nn(-c2ccccc2)c2nnc(Cc3ccc(C)cc3)c(=O)n12
 : -0.08, 0.6, 1.6

(next part)
The line under a structure holds: SDO1 yeast rescue Rescue 24 h, SDO1 yeast rescue, Insulin prom inh
> CC(C)C(=O)NS(=O)(=O)c1ccc(N)cc1
 : -0.39, 0.44, 16.3
> Oc1oc(C=Nc2ccc(F)cc2F)c2ccccc12
 : /, /, -75.0
> Cc1occc1C(=O)NNC(=O)c1ccccc1F
 : /, /, -35.7
> O=C(OCC(=O)c1ccccc1Br)c1ccccn1
 : -0.54, -0.25, -19.1
> Cc1nc(CS(=O)c2ccc(Cl)cc2)cc(N2CCOCC2)n1 (stereo not drawn)
 : -0.06, 1.32, 31.0
> O=C(c1ccccc1)[C@H]1CC=CC[C@H]1C(=O)O
 : -0.76, -0.15, 10.8
> O=C1c2ccccc2C(=O)N1Cc1nc(-c2cccnc2)no1
 : /, /, 29.4
> Fc1ccc(NC(=S)Nc2cccnc2)cc1
 : /, /, 35.0
> Nn1c(SCC(=O)N2CCCc3ccccc32)nnc1-c1ccccc1
 : 0.35, 0.66, /
> CN(C)C(CNC(=O)c1cccc(S(=O)(=O)N2CC3(C)CC2CC(C)(C)C3)c1)c1ccco1 (stereo not drawn)
 : -0.82, -0.86, -43.8
> CCOC(=O)c1sc(=S)n(-c2ccc(Cl)cc2)c1C
 : -1.14, -1.54, 7.0
> Nc1c(S(=O)(=O)c2cc(Cl)ccc2Cl)c2nc3ccccc3nc2n1CCN1CCOCC1
 : -1.5, -2.13, 5.4
> COc1cccc(-n2nnc3c(=O)n(CC(=O)Nc4cc(C)on4)cnc32)c1
 : /, /, -26.3
> NNC(=O)c1cncn1-c1ccc(F)cc1
 : /, /, -42.9
> O=C(NCCCN1CCCCCC1)c1ccc2c(c1)NC(=O)C(N1CCOCC1)S2 (stereo not drawn)
 : -0.55, 0.22, -29.0
> CCOc1cc2c(cc1OCC)C(c1ccccc1OC)OC(=O)C2 (stereo not drawn)
 : 0.6, 0.63, 46.7

Screens from PubChem.
